Compound activity (PubChem BioAssay)
GAA glycogen – inhibitors or activators of human alpha-glucosidase glycogen cleavage; P10253; recombinant GAA, glycogen substrate, Amplex Red glucose oxidase fluorescence; Potency, µM (titrated, usually from 76.4 µM), for inactives: at the top dose activity change, negative = inhibition, usual class: inhibitors; 0.38% of 300,000 active; active = well fitted inhibition curve with a large enough effect;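 also: 0% = full enzyme reaction and -100% = no-enzyme basal signal; the screen sought inhibitors and activators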
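Recombinant enzyme (4 nM final) with compounds titrated up to 77 uM and bovine liver glycogen (30 ug) in citrate pH 5.0, 0.01% Tween-20, 37 C 40 min. Released glucose detected by Amplex Red/glucose oxidase (Ex 573/Em 610); AC50 from Hill fits.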
* = called active by the depositor; [ ] = remark or other dose. Potency is read from the fitted curve at half-maximal effect. An excerpt, so the mix of outcomes need not match the whole.

SMILES | GAA glycogen
O=C(COc1ccc2c(c1)oc(=O)c1ccccc12)NC(Cc1ccc(Cl)cc1)C(=O)O (configuration not stated) | 16%[76.3 µM]
O=C(Nc1ccccc1F)c1cc(Cl)sc1Cl | 0%
CCc1nnc(SCc2cc(C)ccc2C)c2cc3sc(C)cc3n12 | -8%[76.3 µM]
CN(c1ccc(C(=O)N2CCCCCC2)cc1)S(=O)(=O)c1ccc(Cl)cc1 | -14%[76.3 µM]
O=C(O)CN1C(=O)c2cccc3c(Br)ccc1c23 | 14%[76.3 µM]
CC1CCCC(C)N1C(=O)COC(=O)Cc1ccc(F)cc1 (configuration not stated) | -8%
CC(C)N(Cc1ccccc1)S(=O)(=O)c1ccc(F)cc1 | 3%[76.3 µM]
Cc1ccnc(SC2CC(=O)N(c3ccc(C(C)C)cc3)C2=O)n1 (configuration not stated) | -9%[76.3 µM]
COc1ccc(N(CC(=O)NCCSCc2ccc(Cl)cc2)S(C)(=O)=O)cc1Cl | 3%[76.3 µM]
N[C@@H](Cc1ccccc1)C(=O)N1CCC(C(=O)N[C@@H](CCC(=O)O)C(=O)O)CC1 | 5%
Cc1ccc(NC(=O)CCn2c(=O)[nH]c3ccsc3c2=O)cc1F | -2%
COCCN(C(=O)CCC(=O)Nc1ccccn1)C(C(=O)NC(C)C)c1ccc(C)cc1 (configuration not stated) | -10%
COC(=O)c1ccc(N(CC(=O)NC2CCCC2)C(=O)CNC(=O)c2cccs2)cc1 | -5%
Cc1ccc(NS(=O)(=O)c2c(C(=O)N3CCCCCC3)c(C)n(C)c2C)c(Cl)c1 | 2%[76.3 µM]
C[C@@H](C(=O)NCC1CCCO1)N1C(=O)N2CCc3c([nH]c4ccccc34)[C@@]2(C)C1=O (some centres not stated) | 3%[76.3 µM]
CCS(=O)(=O)N1CC(=O)N(c2ccccc2C)C(C)(C(=O)NC2CCCCC2)C1 (configuration not stated) | 4%[76.3 µM]
COc1cc(NC(=O)c2ccc(F)cc2)c(OC)cc1NC(=O)CN1CCCCC1 | 6%[76.3 µM]
Cc1cc(C)cc(OC(=O)COc2ccccc2C)c1 | 1%
COc1cccc(CNC(=O)c2oc3c(c2C)-c2nn(Cc4cccc(Cl)c4)cc2CC3)c1 | -17%[76.3 µM]
Cc1ccc2ncnc(Nc3cccc([N+](=O)[O-])c3)c2c1 | -2%
CC1CC(Nc2ccccc2)c2ccccc2N1C(=O)c1ccccc1F (configuration not stated) | 1%[76.3 µM]
Cc1cccc(C(=O)N2CCc3cc(-c4csc(NC(=O)CN5CCCC5)n4)ccc32)c1 | -21%
CC(=O)N1CCN(c2ccccc2NC(=O)COc2cc(C)cc(C)c2)CC1 | -8%
O=C(NCCCNC(=O)c1cnccn1)c1cccc(F)c1 | 1%
CCn1c(=S)sc2c(=O)n(CC(=O)Nc3ccc(C(C)=O)cc3)c(C)nc21 | -2%[76.3 µM]
Following part
SMILES | GAA glycogen
Cn1nc(C(=O)NCCCN2CCCCC2)c2c1-c1ccccc1S(=O)(=O)C2 | 7%[76.3 µM]
Cc1ccc(OCc2cc(C(=O)NCc3ccc(OC(F)(F)F)cc3)no2)cn1 | -1%[76.3 µM]
COc1ccc(NC(=O)CS(=O)(=O)c2cn(CC(=O)N(C(C)C)C(C)C)c3ccccc23)c(OC)c1 | -8%[76.3 µM]
CC1(C)Cc2nc(-c3ccccc3)nc(SCC(=O)N3CCOCC3)c2CO1 | 2%[76.3 µM]
COc1ccc(NC2CCCN(C(=O)c3ccc(OC)o3)C2)cc1 (configuration not stated) | -15%[76.3 µM]
COc1ccccc1N1CCN(C2CCCN(C(=O)c3cccc(-c4ccco4)c3)C2)CC1 (configuration not stated) | 1%[76.3 µM]
Cc1ccnc(SCC(=O)NC2CCCCCC2)n1 | -1%[76.3 µM]
CCOc1ccc(S(=O)(=O)N2CCC(C(=O)NCCc3ccc(OC)c(OC)c3)CC2)cc1 | 0%
COc1ccccc1CN(Cc1ccco1)c1cnc(S(C)(=O)=O)nc1C(=O)Nc1cc(C)ccc1C | -9%[76.3 µM]
COc1ccc2nc3c(cc2c1)c(NC(=O)CC(C)C)nn3CC(C)C | 4%
CCOC(=O)Cn1nc(-c2ccc(F)cc2)cc(Cc2ccccc2)c1=O | 2%
CC(=O)N[C@@H](C)c1nc2ccccc2n1CCNC(=O)[C@H]1CCCN1c1nc(CN2CCCCC2)cs1 | 14%[76.3 µM]
O=C(O)c1cc([N+](=O)[O-])cc2c1C=Cc1ccccc1O2 | 1%
O=C(CSc1ccc2nnc(-c3ccccn3)n2n1)Nc1ccc(F)cc1 | -11%[76.3 µM]
O=S(=O)(NC1CCSc2ccccc21)c1ccc(Cl)nc1 (configuration not stated) | 6%
CN(CCOc1ccc(Cl)cc1)CC(=O)Nc1ccc(OC(F)F)cc1 | -13%
COc1cc(-c2noc(-c3ccc(NC4CCCCC4)c([N+](=O)[O-])c3)n2)cc(OC)c1OC | 15%[76.3 µM]
O=C(c1ccc(C(F)(F)F)cc1)C1CCCN(C(=O)Cn2cnnn2)C1 (configuration not stated) | 8%[76.3 µM]
O=C(Nc1ccc2nc(SCCOc3ccccc3)sc2c1)c1cccs1 | 5%[76.3 µM]
Cc1cccc(OCC(=O)NCCCNC(=O)c2cccnc2)c1 | 2%
CCc1cc(CNC(=O)c2ccc(OC3CCN(C(C)=O)CC3)c(OC)c2)on1 | -2%[76.3 µM]
Cc1cc(C)n(S(=O)(=O)c2ccc3oc(=O)ccc3c2)n1 | -17%
CCN(c1ccccc1)S(=O)(=O)c1c[nH]c2ccc([N+](=O)[O-])cc12 | -5%[76.3 µM]
Cc1cc(OCC(=O)N[C@@H](Cc2c[nH]c3ccccc23)C(=O)O)c2c(C)c(C)c(=O)oc2c1 | 10%[76.3 µM]
O=C(c1cncc(Br)c1)N1CCN(S(=O)(=O)c2ccccc2)CC1 | -13%

An excerpt of these results, as labelled records:
> CN(CCOc1ccc(Cl)cc1)CC(=O)Nc1ccc(OC(F)F)cc1
  GAA glycogen: -13%
> COc1cc(-c2noc(-c3ccc(NC4CCCCC4)c([N+](=O)[O-])c3)n2)cc(OC)c1OC
  GAA glycogen: 15%[76.3 µM]
> O=C(c1ccc(C(F)(F)F)cc1)C1CCCN(C(=O)Cn2cnnn2)C1 (configuration not stated)
  GAA glycogen: 8%[76.3 µM]
> O=C(Nc1ccc2nc(SCCOc3ccccc3)sc2c1)c1cccs1
  GAA glycogen: 5%[76.3 µM]

An excerpt of the results above:
SMILES | GAA glycogen
Cc1cc(C)n(S(=O)(=O)c2ccc3oc(=O)ccc3c2)n1 | -17%
CCN(c1ccccc1)S(=O)(=O)c1c[nH]c2ccc([N+](=O)[O-])cc12 | -5%[76.3 µM]
Cc1cc(OCC(=O)N[C@@H](Cc2c[nH]c3ccccc23)C(=O)O)c2c(C)c(C)c(=O)oc2c1 | 10%[76.3 µM]
O=C(c1cncc(Br)c1)N1CCN(S(=O)(=O)c2ccccc2)CC1 | -13%

More results
SMILES | GAA glycogen
CCCN(C(=O)c1sc2nc3n(c(=O)c2c1C)CCCC3)c1ccccc1C | 6%[76.3 µM]
O=C(CN(Cc1ccccc1)C(=O)CCC(=O)Nc1nccs1)NCc1ccc(F)cc1 | 11%
NS(=O)(=O)c1ccc2nc(NC(=O)Nc3ccc(F)cc3)sc2c1 | -2%
CCc1ccc(N2CC(c3nc4ccccc4n3Cc3ccccc3C)CC2=O)cc1 (configuration not stated) | 2%[76.3 µM]
COc1ccc(C(C)C)cc1S(=O)(=O)N1CCC(C(=O)N2CCN(C)CC2)CC1 | 1%[76.3 µM]
Cc1ccccc1N1C(=O)c2cccc3cccc(c23)C1=O | 7%[76.3 µM]
COc1cc(/C=C2\CCn3c2nc2cc(C(=O)O)ccc2c3=O)ccc1OC(F)F | -5%
C=CCC(=O)N1CCCC(CO)(Cc2ccc(F)cc2F)C1 (configuration not stated) | 5%[76.3 µM]
Cc1cc2nc(-c3ccc(=O)[nH]c3)n(Cc3ccccc3)c2cc1C | -6%
Cc1nc2ccc(C(=O)O)cc2c2c1CC(CN)O2 (configuration not stated) | 2%[76.3 µM]
Cc1ccc(C(=O)NCC(c2cccnc2)N2CCc3ccccc3C2)cc1C (configuration not stated) | -1%[76.3 µM]
Cc1ccc(Cl)cc1NC(=O)C1COc2ccccc2O1 (configuration not stated) | -4%[76.3 µM]
C#CCOc1c(Cl)cc(/C=C2/C(=O)ON=C2C)cc1OC | -8%
Cc1nc(-c2cccc(NC(=O)COc3ccc(Cl)cc3)c2)cs1 | -14%[76.3 µM]
O=C1CC(c2ccccc2Cl)CC(O)=C1C=NCCCO (configuration not stated) | -5%[76.3 µM]
CC(=O)c1sc(NC(=O)CCS(=O)(=O)c2ccccc2)nc1C | 0%[76.3 µM]
COCCN(CC1CCCN(C2Cc3ccccc3C2)C1)C(=O)c1cccs1 (configuration not stated) | 2%[76.3 µM]
CN1CCN(NC(=O)/C=C/c2cccc([N+](=O)[O-])c2)CC1 | 1%
CCOC(=O)c1cnc2oc3ccccc3n2c1=O | 4%[76.3 µM]
Cc1ccsc1C(C(=O)NCc1ccccc1)N(C(=O)c1csnn1)c1ccccc1 (configuration not stated) | -4%[76.3 µM]
COc1ccc(-c2noc(-c3ccc(NC4CCCC4)c([N+](=O)[O-])c3)n2)cc1 | 1%[76.3 µM]
COc1cccc(OCc2nn[nH]n2)c1 | -8%[76.3 µM]
COc1ccc(/C=N/n2c(COc3ccccc3)n[nH]c2=S)cc1OC | 2%
COC(=O)c1ccc(C)c(NC(=O)c2ccc(CN3CCc4ccccc4C3)cc2)c1 | 10%[76.3 µM]
COc1ccc(Cl)cc1N(CC(=O)NC1CC2CCC1C2)S(=O)(=O)c1ccccc1 (configuration not stated) | 4%[76.3 µM]
(listing goes on)
SMILES | GAA glycogen
COc1ccc(N(C(=O)c2ccncc2)S(=O)(=O)c2ccccc2)cc1 | -2%[76.3 µM]
CC(=O)c1ccc(C(=O)N2CCCC(Nc3ccccc3)C2)s1 (configuration not stated) | 0%[76.3 µM]
Cc1cc(C)c(C(=O)c2ccc(C(=O)N3CCCCC3)cc2)c(C)c1 | -2%[76.3 µM]
O=S(=O)(NCc1ccc(Cl)cc1)NCc1ccc(Cl)cc1 | 2%
COc1cc(OC)cc(C(=O)Nc2ccc3nc(Nc4cccc(C(F)(F)F)c4)cc(C)c3c2)c1 | 3%[76.3 µM]
Cc1cc(OC(=O)c2ccc(C)c(C)c2)c([N+](=O)[O-])c(=O)[nH]1 | 4%[76.3 µM]
Clc1ccc(-c2ccc(CN3CCCCC3)o2)cc1 | -1%[76.3 µM]
Cc1cc(Br)ccc1NS(=O)(=O)c1c(C)[nH]c(=O)[nH]c1=O | 3%
C/C(CC(=O)Nc1ccc(N(C)C)cc1)=N\NC(=O)c1ccccc1F | 2%[76.3 µM]
O=C1[C@@H]2Cc3c([nH]c4ccccc34)C(c3ccccc3)N2C(=O)CN1CCO (some centres not stated) | 0%
COc1cccc(NC(=O)CN2C(=O)CSc3ccc(S(=O)(=O)N4CCOCC4)cc32)c1 | -11%[76.3 µM]
CSc1cccc(NC(=S)N2CCC(c3ccccc3)C2)c1 (configuration not stated) | 3%
Cc1ccccc1NC(=O)NNC(=O)c1ccc2ccccc2c1O | 1%[76.3 µM]
CCOC(=O)c1cnc2c(Cl)cccc2c1NCCCN1CCOCC1 | -3%[76.3 µM]
Cc1cc(C(=O)Nc2ccc(Br)cc2F)n(-c2ccccc2)n1 | 0%
COc1ccccc1NC(=O)c1nc(S(=O)(=O)Cc2ccccc2)ncc1Cl | -9%[76.3 µM]
Cc1ccc(-c2nn(-c3ccccc3)cc2CC(=S)N2CCOCC2)cc1 | -12%[76.3 µM]
CC(C)COc1nc2ccccc2nc1N1CCN(C)CC1 | 2%
COc1ccc(-c2c(C)nc3c(-c4ccc(F)cc4)cnn3c2N)cc1 | -3%
CCOc1ccc(-c2ncncc2-c2ccc(OC)c(OC)c2)c(O)c1 | -5%
CC(C)(C)c1ccc(S(=O)(=O)N2CCN(c3ccccn3)CC2)cc1 | -2%[76.3 µM]
CCOCCCNC(=O)c1ccc(Cn2c(=O)c3cccn3c3cccnc32)cc1 | 5%[76.3 µM]
O=C(COc1ccc(Br)cc1)NCCNC(=O)c1ccncc1 | 4%[76.3 µM]
COC(=O)CC(NC(=O)CN1CCN(c2ccc(F)cc2)CC1)c1cccc(F)c1 (configuration not stated) | -23%
COc1ccc(OCCN(C)CC(=O)Nc2ccccc2SC)cc1 | -2%
O=C1CN(C(=O)N[C@@H](Cc2ccccc2)C(=O)N[C@H](C(=O)O)c2ccccc2)c2ccccc2N1 | 2%[76.3 µM]
COc1ccc([C@@H]2[C@@H]3C(=O)N(C(C)(C)C)C(=O)[C@@H]3[C@]3(Cc4ccc(Cl)cc4)C(=O)N(c4cccc(Br)c4)C(=O)N23)cc1 | 16%[76.3 µM]
CCc1ccc(CNC(=O)c2ccc(-n3c(C)cc4c3CCC(C)C4)cc2)cc1 (configuration not stated) | 8%[76.3 µM]
CC(=O)Nc1ccc(NS(=O)(=O)c2cc(Cl)sc2Cl)cc1 | 10%

2 records drawn at random from those above, as already listed:
SMILES | GAA glycogen
Clc1ccc(-c2ccc(CN3CCCCC3)o2)cc1 | -1%[76.3 µM]
CSc1cccc(NC(=S)N2CCC(c3ccccc3)C2)c1 (configuration not stated) | 3%

An excerpt from above in order of length of the SMILES, largest number first:
SMILES | GAA glycogen
COC(=O)CC(NC(=O)CN1CCN(c2ccc(F)cc2)CC1)c1cccc(F)c1 (configuration not stated) | -23%
CC(=O)Nc1ccc(NS(=O)(=O)c2cc(Cl)sc2Cl)cc1 | 10%
COc1ccc(OCCN(C)CC(=O)Nc2ccccc2SC)cc1 | -2%
